From PubChem
Apaf1 inhib: blocks human Apaf-1 apoptosome activity | AID 489030 | inhibition, % at 20 µM | reconstituted apoptosome caspase-3 activity, DEVD-Rh110 fluorescence | 0.71% of 330,000 active; active = inhibition of at least 40% at 20 µM;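 note: plate controls were DMSO wells for no effect and DEVD-CHO caspase inhibitor wells for full effect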
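Material: reconstituted apoptosome with Apaf-1, cytochrome c, caspase-9, procaspase-3, dATP. Technique: Rh110 fluorescence intensity. Buffer or medium: pH 7.5 Hepes buffer with CHAPS, BSA, DTT. Times: 30 min plus 50 min, RT.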
PfG6PD inh: PfG6PD (Plasmodium falciparum) enzyme inhibition. inhibition, % at 20 µM. AID 504690. PfGluPho enzyme, NADPH resazurin-diaphorase fluorescence. 0.78% of 350,000 active;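 active = inhibition reaching at least a set limit at 20 µM in the primary screen, cut at about 59% in these data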;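 note: 0% = DMSO wells with substrate and 100% = DMSO wells lacking glucose-6-phosphate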
SENP8 block-1: inhibitors of human SENP8 protease; Q96LD8; recombinant SENP8, Nedd8 substrate fluorescence; inhibition, % at 20 µM; 0.64% of 360,000 active; AID 602440; in the data active = inhibition mostly above about 40%, no sharp cut-off; inactive = mostly below about 27%
SENP8 block-2: inhibitors of human SENP8 protease; inhibition, % at 10 µM; AID 2540; Q96LD8; 1.2% of 330,000 active; purified SENP8, Z-RLRGG-aminoluciferin cleavage, luminescence; in the data active = inhibition above about 50%
SENP6 inh: inhibitors of human SENP6 protease | Q9GZR1 | Recombinant SENP6 catalytic domain, aminoluciferin luminescence | inhibition, % at 10 µM | 1.8% of 330,000 active | AID 2599;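 active = inhibition above about 50% at the single tested dose, limit read from the data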;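 note: plate controls were DMSO wells with enzyme for no effect and DMSO wells lacking enzyme for full effect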
Target sequence (Q9GZR1 628-1112 limits assumed): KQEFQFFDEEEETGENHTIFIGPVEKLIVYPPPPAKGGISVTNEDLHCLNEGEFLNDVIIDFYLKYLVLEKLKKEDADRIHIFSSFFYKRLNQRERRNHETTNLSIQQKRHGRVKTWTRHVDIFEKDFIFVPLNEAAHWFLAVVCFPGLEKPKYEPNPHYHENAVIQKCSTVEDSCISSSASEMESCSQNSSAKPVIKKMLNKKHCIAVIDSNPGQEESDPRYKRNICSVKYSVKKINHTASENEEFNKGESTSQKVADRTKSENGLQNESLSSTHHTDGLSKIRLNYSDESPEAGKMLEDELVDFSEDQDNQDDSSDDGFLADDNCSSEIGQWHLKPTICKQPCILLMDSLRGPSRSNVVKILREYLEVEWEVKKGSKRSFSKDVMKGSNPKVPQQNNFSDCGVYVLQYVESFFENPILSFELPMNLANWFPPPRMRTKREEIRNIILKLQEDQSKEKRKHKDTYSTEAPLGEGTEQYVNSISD
HKDC1 inh: inhibitors of human hexokinase HKDC1 | Q2TB90 | recombinant HKDC1, G6PDH/diaphorase resazurin coupled fluorescence | inhibition, % at 20 µM | 0.16% of 340,000 active | AID 493160;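 active = inhibition above about 35% when tested at 20 µM, limit read from the data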;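 note: plate controls were DMSO wells with enzyme for no effect and DMSO wells lacking enzyme for full effect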
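test system = in-house recombinant HK5 (HKDC1) enzyme | amount = HKDC1 at 5 µg/mL | control set = DMSO-enzyme wells negative, buffer-substituted wells positive | compound = one dose of 20 µM, 1% DMSO | schedule = reaction time 90 min, room temperature, protected from light | technique = resorufin fluorescence at 613 nm | reagent = glucose with 1 mM ATP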
SENP7 block: blocks the human protease SENP7; inhibition, % at 5 µM; AID 434973; recombinant SENP7, Z-RLRGG-aminoluciferin luminescence, 40 min; 1.5% of 330,000 active; Q9BQF6;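 active = inhibition above about 50% at the single test dose, limit read from the data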;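 note: plate controls were DMSO with enzyme for no effect and no enzyme buffer wells for full effect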
Target sequence (Q9BQF6 706-1050 limits assumed): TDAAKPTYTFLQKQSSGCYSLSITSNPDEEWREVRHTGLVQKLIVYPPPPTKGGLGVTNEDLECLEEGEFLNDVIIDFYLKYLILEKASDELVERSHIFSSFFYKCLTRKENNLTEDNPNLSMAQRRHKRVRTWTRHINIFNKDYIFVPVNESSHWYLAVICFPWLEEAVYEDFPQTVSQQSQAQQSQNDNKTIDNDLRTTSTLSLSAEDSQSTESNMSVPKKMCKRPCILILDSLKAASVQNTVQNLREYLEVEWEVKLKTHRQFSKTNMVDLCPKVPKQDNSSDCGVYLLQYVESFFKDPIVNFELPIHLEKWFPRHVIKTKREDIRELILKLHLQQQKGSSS
NLRP3 yeast inh: blocks the NALP3 inflammasome reconstituted in yeast; 0.39% of 330,000 active; AID 2825; inhibition, % at 10 µM; Yeast reconstituted NLRP3/ASC/caspase-1, beta-gal luminescence, 24 h;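 active = inhibition of 50% or more; inactive = inhibition below 50%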;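 note: plate controls were induced DMSO wells for no effect and uninduced yeast grown without galactose for full effect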
SENP1 FRET inh: SENP1 (human) catalytic domain inhibition | Q9P0U3 | recombinant SENP1 catalytic domain, CyPet-SUMO1-YPet FRET cleavage | inhibition, % at 10 µM | 0.21% of 360,000 active;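 active = inhibition at least 30% at 10 µM, raw YFP signal under a set limit, fluorescence ratio 0.5 to 1.5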;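 note: 0% = enzyme with DMSO and 100% = no enzyme wells; some results filed as inactive read as strong as hits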
Target sequence (Q9P0U3 419-644 limits assumed): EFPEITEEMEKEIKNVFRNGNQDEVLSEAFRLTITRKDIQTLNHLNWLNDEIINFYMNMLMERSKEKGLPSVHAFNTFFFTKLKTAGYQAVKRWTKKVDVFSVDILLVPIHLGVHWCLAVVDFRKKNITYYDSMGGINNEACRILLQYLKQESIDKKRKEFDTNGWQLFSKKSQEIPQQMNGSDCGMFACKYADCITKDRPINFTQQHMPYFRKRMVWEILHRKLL
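Material: hSENP1 catalytic domain, recombinant; medium: Tris pH 8 with BME, BSA, NP40 and catalase; compound: single concentration of 10 µM compound, 0.5% DMSO final; technique: FRET read of cyan and yellow fluorescence; timing: 50 min enzyme reaction, room temperature, light-protected; reagent: SFCypet-SUMO1-SFYpet substrate at 25 nM; control set: no-enzyme low, enzyme-DMSO high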
* = called active by the depositor; i = inactive; nt = not tested or not shown.

SMILES	Apaf1 inhib	PfG6PD inh	SENP8 block-1	SENP8 block-2	SENP6 inh	HKDC1 inh	SENP7 block	NLRP3 yeast inh	SENP1 FRET inh
O=C(Nc1ccccc1C(=O)NCC1CCCO1)c1ccccc1 (stereo not drawn)	-4	-21	0	-6	-11	-2	-7	1	0
O=C(COc1ccccc1)Nc1ccccc1N1CCN(c2ccc(F)cc2)CC1	7	-5	12	-11	-19	1	-7	-2	0
Cc1cc(C)c2[nH]c(=O)c(CN(Cc3nnnn3C3CCCC3)C3CCCCC3)cc2c1	nt	5	4	nt	nt	-13	nt	nt	2
CS(=O)(=O)NCc1nnc(SCc2c(F)cccc2Cl)o1	-12	-9	0	4	1	1	3	10	0
COc1cccc(C2/C(=C(\O)c3ccc4c(c3)OCCO4)C(=O)C(=O)N2CC2CCCO2)c1 (stereo not drawn)	7	-15	-3	-10	0	10	-4	3	4
O=c1cc(CSc2nc(NCc3ccccc3)c3ccccc3n2)nc2ccc(Cl)cn12	-2	30	-270	-6	-11	2	-4	-3	-2
CCOC(=O)c1ccccc1NC(=O)C(C)Oc1ccccc1 (stereo not drawn)	11	-5	3	10	-1	2	2	-1	2
CC1=C(C(=O)Nc2ccc(Cl)cc2)C2(CCCCC2)C(C(N)=O)C(=S)N1 (stereo not drawn)	10	nt	nt	-5	-10	nt	-4	3	nt
COc1ccc(OCC(O)CN2CCN(CC(O)COc3ccc(OC)cc3)CC2)cc1 (stereo not drawn)	4	4	3	-9	2	8	0	10	-1
Cc1noc(C)c1C(=O)OCC(=O)NCCc1ccccc1	7	4	0	-10	2	-1	-11	16	1
COc1ccc(C(=S)N2CCOCC2)cc1OS(=O)(=O)c1ccccc1[N+](=O)[O-]	-18	33	8	5	-3	-6	2	3	3
C=CCn1c(SCC(=O)Nc2ccc(F)cc2F)nc2c([nH]c3ccccc32)c1=O	-13	-14	-18	-2	-5	-4	9	19	0
O=C(CN1CCN(c2ncccn2)CC1)Nc1ccccc1-n1cccc1	6	-17	1	6	5	-2	0	10	1
CCCCC(=O)NC(=S)Nc1cccc(NC(=O)c2ccco2)c1	9	6	14	-3	-11	-10	3	12	2
CCOc1ccc(/C=C2/SC(=S)N(C(C(=O)O)c3ccccc3)C2=O)cc1OCC (stereo not drawn)	nt	-6	2	nt	nt	-1	nt	nt	-47
O=C(CCSc1nccn1Cc1ccccc1)N1CCOCC1	-25	0	11	0	-1	-9	5	15	0
CC(C)CC(=O)Nc1ccc(C(=O)COC(=O)C2CC(=O)N(Cc3ccccc3)C2)cc1 (stereo not drawn)	2	-10	-9	-2	-9	5	-2	25	-1
N#Cc1ccc(N2CCOCC2)c([N+](=O)[O-])c1	2	9	8	3	-4	-12	5	11	1
C[C@@H](C(=O)NCc1ccco1)N1C(=O)N2CCc3c([nH]c4ccccc34)[C@@]2(C)C1=O	-11	13	9	4	-13	-2	-1	2	-1
COc1ccc(S(=O)(=O)NN(C)C(=O)c2nn(-c3ccccc3)ccc2=O)cc1	13	1	-4	-4	-15	1	9	-6	2
N/C(=N\c1nc2c(c(=O)[nH]1)CCCC2)Nc1ccccc1Sc1ccccc1	-1	19	10	-5	4	-8	-11	1	2
O=C(NC(=S)Nc1ccc(N2CCN(C(=O)c3ccccc3)CC2)cc1)c1cccs1	11	16	20	-1	5	0	7	12	3
Cc1ccc(-c2cn3cc(C)ccc3n2)cc1	14	104*	-404	85*	65*	-2	87*	32	1
O=C(NCCCN1CCCCC1)C1CC(=O)N(CCc2ccccc2)C1 (stereo not drawn)	3	-15	6	1	-5	1	4	4	3
CC1CCCCN1CCNC(=O)c1cnn2ccccc12 (stereo not drawn)	11	12	-49	-8	-6	-8	-1	17	-6
CN(c1ccccc1)S(=O)(=O)c1cccc(C(=O)NC2CC(C)(C)NC(C)(C)C2)c1	-3	-5	26	2	9	4	10	-7	3
CCOc1cccc(/C=C/c2cc(C(=O)O)c3ccccc3n2)c1OC	0	-15	-430	0	1	-4	-4	2	1
COc1cccc(CCNS(=O)(=O)CCNC(=O)c2cccc(OC)c2)c1	10	12	-5	9	1	-1	2	16	1
COc1ccc(CCn2c(C)ccc2C)cc1OC	4	nt	nt	-7	-3	nt	-1	19	nt
O=C(O)CCC(=O)Nc1cccc(C(=O)Nc2ccc(Br)cc2)c1	-2	-3	-6	-12	-5	6	-9	-4	0
O=C(c1ccccc1Sc1cccc2ccccc12)N1CCOCC1	-1	22	22	-8	-20	-1	7	-21	0
Cn1c(=O)cc(OCCCC(=O)NCc2cccnc2)c2ccccc21	-7	10	-296	3	-2	14	9	3	-2
Cc1ccc2[nH]c3nc(SCCN4CCOCC4)nnc3c2c1	-4	52	26	-12	-6	-2	-4	-5	1
O=C(Nc1ccc(S(=O)(=O)Nc2ncccn2)cc1)C1COc2ccccc2O1 (stereo not drawn)	2	-15	27	4	16	-7	0	3	3
CC1CCCC(C)N1C(=O)COC(=O)CSc1ccc([N+](=O)[O-])cc1 (stereo not drawn)	6	64*	15	6	0	7	2	7	4
Cc1cc(NS(=O)(=O)c2ccc(NC(=O)Cc3ccc(Cl)c(Cl)c3)cc2)no1	6	-31	4	-6	19	-1	-2	8	0
CC(=O)N1CCN(c2ccc(NC(=O)c3cccc(OCc4ccccc4)c3)cc2)CC1	2	7	21	4	23	4	2	20	1
COc1cc2cc(CN(Cc3cccs3)C(=S)Nc3ccc(C)cc3)c(=O)[nH]c2cc1OC	9	5	-255	0	6	4	0	5	-1
Cc1ccc(Nc2c3c(nc4ncnn24)CCC3)cc1	-10	-17	7	-4	-11	11	-10	-10	0
COc1ccc(NC(=O)CN(C)C(=O)c2ccc(NS(=O)(=O)c3ccc(C)c([N+](=O)[O-])c3)cc2)cc1	2	-7	4	2	5	1	-4	9	1
C=CCSc1nnc(NC(=O)Cn2cnc3c2c(=O)n(C)c(=O)n3C)s1	1	-6	12	-9	0	-4	-12	-6	-2
CC(OC(=O)c1ccccc1NCCO)C(=O)Nc1ccnn1C(C)C (stereo not drawn)	5	7	i	-11	3	-4	-10	4	-11
Cc1ccccc1-n1c(C)cc(/C=C(\C#N)C(=O)NCC2CCCO2)c1C (stereo not drawn)	12	18	-104	7	10	-13	8	15	-9
COc1ccc(/C(C#N)=C/c2ccccn2)cc1	7	1	-281	54*	64*	0	6	17	-2
Cc1cccc(N2CCN(C(=O)c3cc(C)oc3C)CC2C)c1 (stereo not drawn)	14	3	5	-10	-4	-10	-5	1	0
COc1ccc(NC(=O)CSc2n[nH]c(=O)n2C2CC2)cc1Cl	1	3	7	-17	-4	0	-1	7	-1
CC(C)CN(C(=O)COC(=O)CNC(=O)c1ccc(Cl)cc1)C1CCS(=O)(=O)C1 (stereo not drawn)	-5	-2	10	6	-16	-3	5	14	1
O=[N+]([O-])c1ccc(NC(=S)N2CCc3ccccc3C2)cc1	9	12	14	-3	1	-2	-1	14	1
O=C(NCCS(=O)(=O)NCc1cccnc1)c1ccccc1	2	-6	11	1	-1	4	2	5	2
O=C(Nc1nc2nccc(-c3ccccc3)n2n1)C(Cl)(Cl)Cl	12	-4	-412	3	4	-8	7	3	2
CC(C)CC(c1nnnn1C(C)(C)C)N1CCN(Cc2ccccc2)CC1 (stereo not drawn)	12	5	2	0	-3	-12	-4	8	1
COc1ccc(-c2cc(-c3ccc(O)cc3)nc(N)c2C#N)cc1	21	-4	-423	-2	1	3	7	28	-1
CC(C)CC(=O)N1CCN(S(=O)(=O)c2ccc(F)cc2)CC1	-21	-22	4	-1	-24	-7	-7	14	0
COc1ccc(-n2c(SCc3nnc(-c4ccccc4)o3)nnc2-c2ccccc2)cc1	23	11	18	-5	-19	-3	-8	15	-2
O=C(CNC(=O)c1ccc(Br)o1)Nc1ccccc1	-13	-1	6	-6	-6	-5	-2	22	-5
CCOC(=O)c1ccc2c(c1)nc(SC(C)C(=O)NCC1CCCO1)n2CC (stereo not drawn)	-10	-6	6	3	-5	1	6	-13	-8
COc1cccc(OC)c1C(=O)N1CCN=C1SCc1cccnc1	-2	-2	29	1	3	-8	9	10	0

3 entries from above, sorted by the value under NLRP3 yeast inh, highest first:
| canonical_smiles | PfG6PD inh | SENP6 inh | HKDC1 inh | SENP7 block | NLRP3 yeast inh | SENP1 FRET inh |
| --- | --- | --- | --- | --- | --- | --- |
| Cc1ccc(-c2cn3cc(C)ccc3n2)cc1 | 104* | 65* | -2 | 87* | 32 | 1 |
| CC(C)CC(=O)Nc1ccc(C(=O)COC(=O)C2CC(=O)N(Cc3ccccc3)C2)cc1 (stereo not drawn) | -10 | -9 | 5 | -2 | 25 | -1 |
| O=C(CN1CCN(c2ncccn2)CC1)Nc1ccccc1-n1cccc1 | -17 | 5 | -2 | 0 | 10 | 1 |

Grouped by structure, the compounds so far with an aryl thioether with sulfur outside any ring (twelve)
SMILES	Apaf1 inhib	PfG6PD inh	SENP8 block-1	SENP8 block-2	SENP6 inh	HKDC1 inh	SENP7 block	NLRP3 yeast inh	SENP1 FRET inh
CS(=O)(=O)NCc1nnc(SCc2c(F)cccc2Cl)o1	-12	-9	0	4	1	1	3	10	0
O=c1cc(CSc2nc(NCc3ccccc3)c3ccccc3n2)nc2ccc(Cl)cn12	-2	30	-270	-6	-11	2	-4	-3	-2
C=CCn1c(SCC(=O)Nc2ccc(F)cc2F)nc2c([nH]c3ccccc32)c1=O	-13	-14	-18	-2	-5	-4	9	19	0
O=C(CCSc1nccn1Cc1ccccc1)N1CCOCC1	-25	0	11	0	-1	-9	5	15	0
N/C(=N\c1nc2c(c(=O)[nH]1)CCCC2)Nc1ccccc1Sc1ccccc1	-1	19	10	-5	4	-8	-11	1	2
O=C(c1ccccc1Sc1cccc2ccccc12)N1CCOCC1	-1	22	22	-8	-20	-1	7	-21	0
Cc1ccc2[nH]c3nc(SCCN4CCOCC4)nnc3c2c1	-4	52	26	-12	-6	-2	-4	-5	1
CC1CCCC(C)N1C(=O)COC(=O)CSc1ccc([N+](=O)[O-])cc1 (stereo not drawn)	6	64*	15	6	0	7	2	7	4
C=CCSc1nnc(NC(=O)Cn2cnc3c2c(=O)n(C)c(=O)n3C)s1	1	-6	12	-9	0	-4	-12	-6	-2
COc1ccc(NC(=O)CSc2n[nH]c(=O)n2C2CC2)cc1Cl	1	3	7	-17	-4	0	-1	7	-1
COc1ccc(-n2c(SCc3nnc(-c4ccccc4)o3)nnc2-c2ccccc2)cc1	23	11	18	-5	-19	-3	-8	15	-2
CCOC(=O)c1ccc2c(c1)nc(SC(C)C(=O)NCC1CCCO1)n2CC (stereo not drawn)	-10	-6	6	3	-5	1	6	-13	-8
